High-throughput results as filed in PubChem BioAssay.
TrxR1 substrate = is turned over as a substrate by rat TrxR1. O89049. purified TrxR1 substrate turnover, NADPH consumption readout. Potency, µM (top dose mostly 114 µM), for the others: top-dose activity change, negative = substrate turnover. 390,000 compounds, 0.01% hits; note: % is set by controls: 0 for no effect and ±100 for the full control effect; nearly all actives have a fitted effect of over 50% in size
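Rat TrxR1, dispensed at 90 nM, was prereduced with 400 uM NADPH (final) for 5 min at ~22 deg C, then incubated with compound 15 min before 400 uM selenite. A first-read NADPH fluorescence drop versus no-compound background flagged substrates.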
ALOX12 inh = ALOX12 (human) lipoxygenase inhibition | purified 12hLO, xylenol orange hydroperoxide absorbance | Potency, µM (series often up to 108 µM), for inactives: at the top dose activity change, negative = inhibition, hits mostly inhibitors | 580,000 compounds, 1.1% hits; note: % is set by controls: 0 for no effect and ±100 for the full control effect
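Hydroperoxide product was detected by ferrous iron/xylenol orange as the 573 to 405 nm absorbance ratio. Arachidonic acid at 40 uM (final) was turned over for 30 min at room temperature by 150 nM human 12hLO, pH 7.0 Hepes buffer, after 15 min compound preincubation.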
RGS4 inh = inhibitors of human regulator of G protein signaling 4. P49798. Transcreener GDP fluorescence polarization, RGS4-accelerated GTP hydrolysis. Potency, µM (titrated, usually from 114 µM), for inactives: at the top dose activity change, negative = inhibition, usual class: inhibitors. 390,000 compounds, 0.039% hits. AID 504845; note: % is set by controls: 0 for no effect and ±100 for the full control effect; nearly all actives have a fitted effect of over 75% in size; some results filed as inactive show a strong effect at the top dose
Target sequence (P49798 whole entry, looked up): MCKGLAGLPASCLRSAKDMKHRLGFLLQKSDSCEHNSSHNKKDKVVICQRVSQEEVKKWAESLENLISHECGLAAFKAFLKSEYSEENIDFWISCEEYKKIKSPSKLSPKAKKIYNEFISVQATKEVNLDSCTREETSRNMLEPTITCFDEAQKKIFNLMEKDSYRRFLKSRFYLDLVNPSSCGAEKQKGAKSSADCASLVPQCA
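MLSMR compounds (23 nl, pin-transferred) preincubated 10 min at room temperature with a 500nM (2x) first reagent, then RGS4 at 900nM (2x) plus Transcreener GDP mix added; fluorescence polarization (620/688 nm) read before and after 90 min at 30 °C.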
RXFP1 agonist = RXFP1 (human) receptor agonism. Q9HBX9. HEK293T-RXFP1 cAMP TR-FRET, 30 min; response scale: percent of porcine relaxin response, buffer zero. Potency, µM (highest dose often 57.5 µM), inactives show top-dose activation, most hits filed as activators. 370,000 compounds, 0.3% hits. AID 2676; note: % is set by controls: 0 for no effect and ±100 for the full control effect; nearly all actives have a fitted effect of over 60% in size; many of its hits are not listed in these tables
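HEK293T cells stably expressing RXFP1 were pretreated with the PDE4 inhibitor Ro 20174, exposed to compounds for 30 min at 37C, lysed, and cAMP was read by TR-FRET. Data normalized to buffer (basal) and 29 nM porcine relaxin (100%).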
Vif-A3F inh = blocks the Vif interaction with APOBEC3F; HeLa A3F-eYFP + Vif (tagged APOBEC3F with the HIV-1 protein that degrades it), YFP fluorescence increase; Potency, µM (titrated, usually from 46.1 µM), for inactives: top-dose activity, negative = active; 390,000 compounds, 0.2% hits; AID 602313; note: % of control where 0% means no effect; nearly all actives have a fitted effect of over 65% in size
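Fluorescence increase (Ex 488/Em 500-530) after overnight compound treatment at 37 deg C flags inhibition of Vif-driven A3F-eYFP loss in stable HeLa A3F-eYFP/Vif cells seeded overnight beforehand.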
USP1-UAF1 inh = inhibitors of human USP1/UAF1 deubiquitinase. O94782. recombinant USP1/UAF1, Ub-Rhodamine cleavage fluorescence. Potency, µM (doses to about 57.1 µM), for inactives: at the top dose activity change, negative = inhibition, actives largely listed as inhibitors. 390,000 compounds, 0.23% hits. AID 743255; note: % is set by controls: 0 for no effect and ±100 for the full control effect; nearly all actives have a fitted effect of over 60% in size; inactives centre near -12
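USP1/UAF1 complex at 1 nM was preincubated with compound for 15 min at room temperature, then Ub-Rho substrate (150nM final) was added. Fluorescence (480/540 nm) was read kinetically, 6 reads every 60 seconds.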
TrxR1 inh = inhibitors of rat thioredoxin reductase 1. recombinant rTrxR1, NADPH fluorescence consumption, selenite substrate. Potency, µM (top dose mostly 114 µM), without a hit: at the highest dose activity change, negative = inhibition, hits mostly inhibitors. 390,000 compounds, 1% hits. AID 588453; note: % is set by controls: 0 for no effect and ±100 for the full control effect; nearly all actives have a fitted effect of over 65% in size
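Rat TrxR1 (90 nM in the dispensed reagent) was pre-reduced with 400 uM NADPH for 5 min at room temperature, then incubated with compound for 15 min. After 400 uM selenite was added, NADPH fluorescence (Ex 340/Em 450 nm) was followed for 8 min.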
Vif-APOBEC3G blk = Vif-A3G binding inhibition | Q9HC16 | 410,000 compounds, 0.076% hits | Potency, µM (series often up to 46.1 µM), inactives show at the top dose activity, negative = active, hits mostly inhibitors | HeLa A3G-eYFP + Vif (tagged APOBEC3G with the HIV-1 protein that degrades it), YFP fluorescence, overnight | AID 602310;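 note: % is set by controls: 0 for no effect and ±100 for the full control effect; nearly all actives have a fitted effect of over 60% in size; hits raise eYFP signal because A3G escapes Vif-driven loss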
Target sequence (Q9HC16 whole entry, looked up): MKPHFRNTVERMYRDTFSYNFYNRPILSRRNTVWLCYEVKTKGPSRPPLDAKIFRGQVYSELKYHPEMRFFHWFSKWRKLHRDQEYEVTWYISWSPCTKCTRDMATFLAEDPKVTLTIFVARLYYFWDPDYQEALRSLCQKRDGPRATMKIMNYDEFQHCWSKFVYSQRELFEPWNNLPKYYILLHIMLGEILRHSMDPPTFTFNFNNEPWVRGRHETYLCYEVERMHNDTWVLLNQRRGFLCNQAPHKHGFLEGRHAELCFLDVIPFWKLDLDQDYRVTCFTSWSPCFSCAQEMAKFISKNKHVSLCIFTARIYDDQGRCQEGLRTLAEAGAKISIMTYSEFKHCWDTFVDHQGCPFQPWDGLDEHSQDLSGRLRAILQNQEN
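Read-out is eYFP fluorescence (Ex 488/Em 500-530) from Vif-expressing HeLa A3G-eYFP cells; more signal means A3G escaped Vif-mediated degradation. Cells plated overnight, compound pinned in, incubated overnight at 37 deg C.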
mIDH1 inhibitor = human IDH1 R132H inhibition | AID 602179 | IDH1-R132H enzyme, NADPH consumption, diaphorase/resazurin fluorescence | 390,000 compounds, 0.093% hits | Potency, µM (top dose mostly 76.6 µM), for inactives: at the highest dose activity change, negative = inhibition, usual class: inhibitors | O75874; note: % is set by controls: 0 for no effect and ±100 for the full control effect; nearly all actives have a fitted effect of over 65% in size
Target sequence (O75874 whole entry R132H, stated change not applied): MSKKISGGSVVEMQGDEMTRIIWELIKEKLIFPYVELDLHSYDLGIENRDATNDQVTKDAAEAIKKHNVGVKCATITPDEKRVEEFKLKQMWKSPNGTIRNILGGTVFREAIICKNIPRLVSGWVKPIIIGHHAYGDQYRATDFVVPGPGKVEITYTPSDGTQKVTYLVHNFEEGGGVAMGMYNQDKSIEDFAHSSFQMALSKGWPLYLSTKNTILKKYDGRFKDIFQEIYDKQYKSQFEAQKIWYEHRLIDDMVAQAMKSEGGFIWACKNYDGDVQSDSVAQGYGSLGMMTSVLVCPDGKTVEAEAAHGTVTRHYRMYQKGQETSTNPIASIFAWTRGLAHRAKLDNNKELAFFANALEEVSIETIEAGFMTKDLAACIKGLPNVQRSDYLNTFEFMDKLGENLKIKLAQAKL
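IDH1-R132H (0.5 ug/mL) preincubated 30 min with compound, then NADPH (0.016 mM) and alpha-KG (2 mM) added; 80 min at RT, pH 7.5. Remaining NADPH coupled via diaphorase/resazurin to fluorescence (540/590 nm); concentration-response curves normalized to no-enzyme control.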
An asterisk follows results filed as active; ? = inconclusive; . = no result given; & = joins results of further samples; [ ] = dose if it differs, or a comment. Calls come from the whole dose curve; as a rule, active = well fitted curve in the direction sought with a large enough effect; inconclusive = small, poorly fitted or top-dose-only effect, or another doubt; inactive = no such curve, though single readings can be large; an effect the other way counts as inactive or inconclusive. Potency is the fitted concentration of half-maximal effect. Only part of the results is shown; rates above refer to the full screens.

Each structure is followed by: TrxR1 inh	USP1-UAF1 inh	ALOX12 inh	RXFP1 agonist	mIDH1 inhibitor	RGS4 inh	TrxR1 substrate	Vif-APOBEC3G blk	Vif-A3F inh
O=C(O)c1oc2ccccc2c1CN1CCN(c2ccccc2)CC1
    -7%	-13%	-12%	-1.0%	0%	-28%	-9%	-3%	-4%
CN1CC(=O)NC1=NC(=O)c1cc(F)c(F)cc1Cl
    -6%	-7%	12%	-1.8%	16%	9%	-5%	?	0%
CCN(CC)c1ccc(C(NC(C)=O)NC(C)=O)cc1
    8%[57.1 µM]	-11%	0%	-1.0%	0%	21%	8%[57.1 µM]	-5%	2%
CCCCN(C)CCNC(=S)Nc1ccc2nc(N3CCN(CC)CC3)cc(C)c2c1
    8%[57.1 µM]	?	-6%	5.5%	1%	-3%	13%[57.1 µM]	4%	?
CCOC(=O)C1=C(C)NC(=O)NC1c1ccc(OCC(=O)N2CCCCC2)cc1 (configuration not stated)
    -3%	-3%	-14%	0.2%	0%	25%	-7%	-4%	-9%
CCOc1ccccc1-n1c(SCC(=O)Nc2ccccc2C(=O)O)nc2ccccc2c1=O
    15%	2%	?	1.7%	-6%	11%	9%	-2%	0%
COc1cc(/C=C(/C#N)C(=O)Nc2ccccc2)c(Br)cc1OCc1ccc(C(=O)O)cc1
    ?	-11%	-2%	14%	-15%	-29%	-8%	?	-18%
COc1ccc(NC(=O)c2cc(S(=O)(=O)N3CCCCC3)ccc2C)cc1S(=O)(=O)N1CCOCC1
    29%	-11%	14%	.	3%	-10%	11%	0%	-5%
Cn1cc(CN2CCN(Cc3ccc4c(c3)OCO4)CC2)c(-c2ccccc2F)n1
    13%	-2%	0%	0.6%	-9%	7%	4%	0%	-6%
COc1ccc([C@H]2CC(=O)C=C(c3ccc(F)cc3OCc3ccccc3)C2)cc1
    31%	-13%	-31%	0.4%	-9%	10%	0%	1%	-2%

Nothing new here: entries from further up.
Each structure is followed by: TrxR1 inh	USP1-UAF1 inh	ALOX12 inh	RXFP1 agonist	mIDH1 inhibitor	RGS4 inh	TrxR1 substrate	Vif-APOBEC3G blk	Vif-A3F inh
CN1CC(=O)NC1=NC(=O)c1cc(F)c(F)cc1Cl
    -6%	-7%	12%	-1.8%	16%	9%	-5%	?	0%
CCN(CC)c1ccc(C(NC(C)=O)NC(C)=O)cc1
    8%[57.1 µM]	-11%	0%	-1.0%	0%	21%	8%[57.1 µM]	-5%	2%
CCCCN(C)CCNC(=S)Nc1ccc2nc(N3CCN(CC)CC3)cc(C)c2c1
    8%[57.1 µM]	?	-6%	5.5%	1%	-3%	13%[57.1 µM]	4%	?
CCOC(=O)C1=C(C)NC(=O)NC1c1ccc(OCC(=O)N2CCCCC2)cc1 (configuration not stated)
    -3%	-3%	-14%	0.2%	0%	25%	-7%	-4%	-9%
CCOc1ccccc1-n1c(SCC(=O)Nc2ccccc2C(=O)O)nc2ccccc2c1=O
    15%	2%	?	1.7%	-6%	11%	9%	-2%	0%
COc1cc(/C=C(/C#N)C(=O)Nc2ccccc2)c(Br)cc1OCc1ccc(C(=O)O)cc1
    ?	-11%	-2%	14%	-15%	-29%	-8%	?	-18%

Further structures:
Each structure is followed by: TrxR1 inh	USP1-UAF1 inh	ALOX12 inh	RXFP1 agonist	mIDH1 inhibitor	RGS4 inh	TrxR1 substrate	Vif-APOBEC3G blk	Vif-A3F inh
CCOC(=O)CSc1nnc(-c2ccc(S(=O)(=O)N3CCOCC3)cc2)n1-c1ccccc1
    -5%	-9%	-8%	-0.9%	2%	-8%	7%	-6%	.
O=C(Cn1c(=O)n(Cc2cccs2)c(=O)c2cccnc21)Nc1ccc(F)cc1
    1%	6%	?	-2.1%	-11%	25%	0%	-3%	-19%
O=C(c1cnccn1)N(Cc1cccs1)C1(C(=O)NC2CCCC2)CCCCC1
    13%	-18%	-9%	-1.4%	-2%	12%	5%	-2%	6%
COC(=O)C(CC(C)C)N1CCC(=O)c2ccccc2S1(=O)=O (configuration not stated)
    -36%	-6%	?	0.6%	13%	9%&-5%	-3%	-1%&-9%	1%
O=C(COc1ccccc1F)Nc1ccccc1OCc1cc(=O)n2ccccc2n1
    15%[57.1 µM]	-25%	-27%	8.5%	-2%	17%	1%[57.1 µM]	-1%	0%
COc1ccc(NC(=O)CSc2nnc(-c3ccccn3)n2N)cc1
    13%	-23%	-31%	1.8%	2%	12%	4%	0%	-2%
C/C(CC(=O)Nc1ccc2c(c1)OCO2)=N\NC(=O)OC(C)(C)C
    14%[11.4 µM]	-4%	-3%	-3.6%	19%	-25%	9%[57.1 µM]	-3%	3%
C=CCc1cccc2cc(C(=O)Nc3ccc(S(=O)(=O)Nc4nnc(CC)s4)cc3)c(=O)oc12
    -15%	?	-25%	0.5%	-20%	?	-7%	4%	-10%
COc1ccc(Cl)c(NC(=O)Nc2c(C)n(-c3ccccc3)c(=O)n2C)c1
    -2%[57.1 µM]	-10%	17%	0.0%	1%	39%	6%[57.1 µM]	-2%	-15%
COc1ccc(N2C(=O)CC(N3CCC(C(N)=O)CC3)C2=O)cc1 (configuration not stated)
    50µM*	-2%	23%	-0.4%	0%	8%	1%	2%	0%
C=CCSc1nnc(Cc2cc(=O)[nH]c(=O)[nH]2)n1-c1cc(C)ccc1C
    ?	-25%	?	2.3%	2%	6%[11.4 µM]	12%[57.1 µM]	2%	-28%
CCC(=NCc1ccccc1)c1c(C(F)(F)F)[nH]n(-c2nc3ccccc3s2)c1=O
    -17%	-11%	-4%	-1.0%	2%	-17%	-12%	2%	-5%
CC(C)c1ccc2c(c1)C(c1ccc(N3CCOCC3)cc1)=NNC(c1cccs1)=N2
    5%	-25%	0%	0.0%	5%	-21%	-3%	-13%	-1%
COc1ccc(S(=O)(=O)N2CCC(C(=O)N3CCc4ccccc4C3)CC2)cc1C
    10%[57.1 µM]	-10%	-24%	2.4%	3%	-15%	-1%[57.1 µM]	2%	-7%
O=C(N/N=C/c1cc(Cl)cc([N+](=O)[O-])c1O)NC12CC3CC(CC(C3)C1)C2
    14%	-13%	?	-0.1%	-3%	-10%	0%	5%	1%
C/C(=N\NC(=O)c1ccccc1)c1ccc2c(c1)OCO2
    -6%[57.1 µM]	-13%	0%	-1.3%	-3%	-9%	-5%[57.1 µM]	1%	15%
O=C(NCCN1CCN(C(=O)c2cccs2)CC1)c1cccs1
    -19%	-3%	-5%	0.4%	0%	-17%	5%	-12%	-5%
CCCn1c(CCC(=O)O)ccc1-c1ccccc1
    10%[57.1 µM]	-10%	-10%	3.1%	0%	?	12%[57.1 µM]	0%	1%
Cc1[nH][nH]c(=O)c1C(c1ccc([N+](=O)[O-])cc1)c1c(C)[nH][nH]c1=O
    ?	-8%	-9%	-1.5%	-2%	?	-4%	-4%	10%
CC1=NN(C(=O)COc2ccccc2C)C(O)(c2ccc(Cl)cc2)C1 (configuration not stated)
    -10%	-5%	-15%	-0.2%	8%	-6%	-8%	-5%	-3%
COc1ccc(CC(NC(C)=O)C(=O)NC2CCN(C(=O)C3CCCCC3)CC2)c(OC)c1 (configuration not stated)
    -21%	-27%	-12%	2.9%	-3%	1%	-9%	-2%	2%
CC1CC(C)(C)NC2(CCCC2)N1 (configuration not stated)
    16%[57.1 µM]	-12%	-9%	.	4%	14%	11%[57.1 µM]	-1%	?
CCCCOc1ccc(C(=O)NCC(=O)N(C)CC(=O)Nc2ccc(N3CCOCC3)cc2)cc1
    0%	-9%	?	-0.5%	-1%	-9%	-9%	2%	1%
Cc1ccc(Cn2c(N3CCN(CCO)CC3)nc3c2c(=O)n(C)c(=O)n3C)cc1
    20%	-12%	18%	4.0%	10%	16%	-1%	-7%	-10%
CCOc1ccc(-c2nn(-c3ccc(F)cc3)c3c2cnc2ccc(F)cc23)cc1
    -3%	-8%	-12%	-1.8%	0%	-16%	-1%	-1%	-7%
COc1cc(OC)cc(C(=O)NC(=S)N2CCN(c3ccc(C(F)(F)F)cc3[N+](=O)[O-])CC2)c1
    11%[57.1 µM]	-1%	44%[activator]	1.3%	-2%	6%	-1%[57.1 µM]	1%	5%
CC12CCC(C(=O)N(CC(O)CN3CCCCCC3)C1=O)C2(C)C (configuration not stated)
    -8%	-26%	-7%	3.5%	5%	4%[11.4 µM]	-2%	-12%	1%
CN(C(=O)c1ccc2c(=O)n3c(nc2c1)CCCCC3)c1ccccc1
    8%	-5%	331%[activator]	0.9%	-1%	-4%	-4%	1%	0%
